# LEDGF integ inh: blocks HIV-1 LEDGF/p75-dependent DNA integration. hit rate 0.64% among 370,000. TR-FRET IN-LEDGF/p75 DNA integration, Eu/Cy5. AID 743269. inhibition, % at 3.7 µM;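 active = inhibition above the screen-wide mean plus 3 SD, cut at about 13% in these data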;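 note: signal is the Cy5 over europium emission ratio at 671 and 618 nm; 0% = plate median of compound wells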
# SIAE inh: blocks human sialic acid acetylesterase | hit rate 0.69% among 370,000 | inhibition, % at 9.66 µM | SIAE FP-Rh probe binding, fluorescence polarization | Q9HAT2;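 active = inhibition above a cutoff: mean of compounds within the control limits plus 3 SD of those, cut at about 17% in these data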;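 note: 0% = plate median of compound wells and 100% = probe without SIAE protein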
# NR1D1 modulator: Rev-erb alpha (human) modulation. Rev-erbα–FITC-DNA binding, fluorescence polarization, 90 min. hit rate 0.79% among 370,000. P20393. activity, % at 10 µM;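 active = activity above about 14%, limit read from the data; passing the limit was not always enough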;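 note: 0% = DMSO wells with 35 nM protein and 100% = DMSO wells with 750 nM protein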
# TDP2 absorb: blocks human TDP2 phosphodiesterase activity | AID 720702 | inhibition, % at 12.8 µM | O95551 | hit rate 0.34% among 370,000 | recombinant TDP2, T5PNP hydrolysis, p-nitrophenol absorbance 415 nm;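 active = inhibition above the mean of all tested compounds plus 3 SD, set per campaign, cut at about 25% in these data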;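 note: 0% = DMSO with enzyme and 100% = buffer with substrate but no TDP2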
#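 System – recombinant human TDP2 · Amount – 120 nM TDP2 per well · Buffer or medium – Mg2+-containing Tris-HCl buffer, pH 7.5 · Reagent – T5PNP substrate, 5 mM · Dosing – 12.8 µM single point, 1% DMSO · Incubation – 2 h at 37 °C · Measured by – epi absorbance · Read-out basis – percent inhibition · Benchmarks – high control without enzyme, low control DMSO plus TDP2 · Repeats – singlicate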
# HTRA1 inh: HTRA1 (human) protease inhibition | Q92743 | inhibition, % at 5.96 µM | hit rate 0.5% among 340,000 | AID 504803 | recombinant HTRA1, FP-rhodamine activity-based probe, fluorescence polarization; in the data active = inhibition above about 36%;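 note: 0% = enzyme with DMSO and 100% = wells lacking enzyme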
# Target sequence (Q92743 whole entry, looked up): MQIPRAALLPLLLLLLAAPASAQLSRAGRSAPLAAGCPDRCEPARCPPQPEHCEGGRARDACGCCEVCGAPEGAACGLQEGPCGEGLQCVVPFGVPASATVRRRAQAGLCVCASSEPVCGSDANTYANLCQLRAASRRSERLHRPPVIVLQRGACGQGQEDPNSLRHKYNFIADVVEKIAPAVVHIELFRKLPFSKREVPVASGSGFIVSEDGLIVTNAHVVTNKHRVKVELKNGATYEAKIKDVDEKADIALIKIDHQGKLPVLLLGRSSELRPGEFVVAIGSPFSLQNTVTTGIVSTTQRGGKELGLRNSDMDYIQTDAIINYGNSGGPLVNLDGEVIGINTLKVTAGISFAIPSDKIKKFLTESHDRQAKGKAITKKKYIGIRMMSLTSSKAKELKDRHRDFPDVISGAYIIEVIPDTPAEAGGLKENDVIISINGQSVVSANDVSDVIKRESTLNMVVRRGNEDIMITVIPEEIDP
# ABHD4 inh: inhibitors of mouse ABHD4 | Q8VD66 | purified mABHD4, FP-Rh probe fluorescence polarization | inhibition, % at 8.92 µM | hit rate 0.54% among 370,000;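 active = inhibition exceeding the mean over every tested compound plus 3 SD, cut at about 30% in these data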;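 note: 0% = plate median of compound wells and 100% = S159A mutant with DMSO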
# Target sequence (Q8VD66 whole entry, looked up): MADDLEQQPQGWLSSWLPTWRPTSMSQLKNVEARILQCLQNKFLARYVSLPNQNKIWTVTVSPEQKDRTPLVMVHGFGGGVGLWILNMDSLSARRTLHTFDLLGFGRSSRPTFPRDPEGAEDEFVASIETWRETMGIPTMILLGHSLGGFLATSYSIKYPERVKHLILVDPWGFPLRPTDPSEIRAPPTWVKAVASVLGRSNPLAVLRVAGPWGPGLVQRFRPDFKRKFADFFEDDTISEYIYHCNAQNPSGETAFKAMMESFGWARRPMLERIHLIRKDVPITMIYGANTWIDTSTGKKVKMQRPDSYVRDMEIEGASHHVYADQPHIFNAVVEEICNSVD
#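 Doses – 8.92 µM, single dose · Material – wild-type mouse ABHD4 protein · Replication – single well per compound (singlicate) · Measure – percent inhibition of probe binding, normalized to plate controls · Schedule – 45 min compound pre-incubation plus 60 min probe step, 25 °C · Detection – fluorescence polarization with parallel and perpendicular emission, 525/598 nm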
# rCAG RNA binder: binds r(CAG) RNA repeats; r(CAG) RNA repeat, TO-PRO-1 dye displacement fluorescence; inhibition, % at 3 µM; hit rate 1.3% among 370,000;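 active = inhibition above the plate cutoff, the mean of all test compounds on that plate plus 3 SD, cut at about 35% in these data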;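 note: 0% = DMSO alone and 100% = 100 µM mitoxantrone as full dye displacement; higher means more dye released from RNA so lower well fluorescence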
# TCR CD3 inh: blocks the human TCR-CD3 interaction | TAMRA-labeled TCR probe fluorescence, biochemical | inhibition, % at 9.4 µM | hit rate 0.37% among 360,000; in the data active = inhibition above about 19%;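 note: recombinant mutant TCR 2C K166C tagged with TAMRA read by polarization; 0% = receptor in buffer alone and 100% = receptor with positive control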
# PRMT1 FP inh: PRMT1 (human) inhibition, primary screen; recombinant PRMT1, activity-based probe fluorescence polarization; inhibition, % at 2.79 µM; hit rate 1.3% among 370,000; AID 652257;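 active = inhibition above about 21% made by adding two undisclosed values, limit read from the data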
# PG9 Ab binder: small molecules binding HIV-1 gp120 antibody PG9; TR-FRET gp120-PG9 antibody binding; inhibition, % at 6.7 µM; hit rate 0.43% among 360,000; AID 624416; in the data active = inhibition above about 8.5%
# The depositor's hits bear a star; . = not tested or not shown. These rows are one share of the data. The share of hits here may be higher or lower than overall.
SMILES,LEDGF integ inh,SIAE inh,NR1D1 modulator,TDP2 absorb,HTRA1 inh,ABHD4 inh,rCAG RNA binder,TCR CD3 inh,PRMT1 FP inh,PG9 Ab binder
N#CC1=C2SCN(Cc3ccccc3)CN2C(=O)CC1c1ccc2c(c1)OCO2 (stereo not given),-4,1,-2,6,-7,6,12,1,18,4.2
O=C(Nc1ccc(S(=O)(=O)NCCc2ccccc2)cc1)c1ccc(Br)o1,-3,-35,-2,6,-42,-28,8,1,-1,-0.8
CC(C)C[C@H]1CNC(=S)N1CC1CCCN1C[C@H](CC(C)C)N1C[C@H](CC(C)C)N(CCc2ccccc2)C1=S (stereo not given in full),0,-3,1,2,-18,-1,3,3,1,-1.1
Cc1ccc(NC(=O)c2ccc(Cl)cc2Cl)cc1O,1,-3,1,4,-2,-5,-1,-13,3,-0.5
O=C(NCCCCc1ccccc1)c1cccc(NC(=O)C2CCCC2)c1,-3,-7,2,8,-20,-5,0,-5,-2,0.7
CCOc1cccc(/C=N/N2C(=O)CSC2=S)c1O,-2,6,2,-9,16,22,15,-5,64*,-1.7
Cc1cccnc1NC(=S)NC(=O)c1cccs1,-2,1,3,6,9,-3,-2,3,-1,-0.6
Cc1cccc(N2CC(C(=O)Nc3ccccc3N3CCOCC3)CC2=O)c1C (stereo not given),2,0,-4,-10,2,6,2,-4,-2,2.1
CCOC(=O)C(C)N1C(=O)S/C(=C\c2ccc(-c3ccccc3C(=O)O)o2)C1=O (stereo not given),18*,-14,-7,-6,-1,8,37*,-1,29*,-1.1
COc1ccccc1CC(=O)Nc1ccc(NC(=O)c2cccs2)cc1,-2,-2,2,16,-5,-4,0,7,-2,0.7
Cc1cc(NC(=O)CSC2=Nc3ccccc3C3=NC(Cc4ccccc4)C(=O)N23)n[nH]1 (stereo not given),-1,-6,-1,-1,4,5,0,2,5,-1.2
CC(=O)Nc1ccc(NC(=O)Nc2cc(C)cc(C)c2)cc1,-2,-3,2,9,.,1,1,1,0,0.2
O=C(CSc1nnc(Cn2c(=O)sc3ccccc32)n1-c1ccccc1)Nc1nccs1,-5,2,3,1,1,-2,4,4,-2,-2.5
CCOC(=O)C1CCN(C(=O)c2ccc(NS(=O)(=O)c3ccc(F)cc3C)cc2)CC1,1,5,-1,-6,4,-1,-2,1,-1,-0.9
CN(CCOC(=O)CC1C=CCC1)C1CN(Cc2cn(Cc3ccccc3Cl)nn2)S(=O)(=O)C1 (stereo not given),-1,-4,-2,2,.,-2,1,.,-2,.
Cc1ccn2c(C(=O)N/N=C\c3ccc4c(c3)OCO4)c(C)nc2c1,-1,-4,5,-11,-4,-13,0,3,-1,-2.7
COc1ccc(NC(=O)C(C)N(c2ccc(C)cc2)S(C)(=O)=O)c(OC)c1 (stereo not given),-1,1,-3,9,5,6,-2,7,1,-1.1
CCOc1ccccc1NC(=O)Cn1nnc(-c2ccc(OCC)c(OCC)c2)n1,-5,-9,8,0,6,-1,-6,1,-2,-0.1
CC(C)Nc1nnc(SCC(=O)Nc2ccc(F)cc2)s1,1,0,-1,11,0,-7,0,0,-1,0.2
CCSc1nc2ccccc2c(=O)n1-c1c(C)n(C)n(-c2ccccc2)c1=O,0,-2,-1,-3,-8,3,-3,5,-4,-0.2
O=C(c1cccs1)N1N=C(c2ccc(O)cc2)CC1c1ccccc1 (stereo not given),2,-7,-6,-2,-25,-43,9,5,-2,-2.5
O=C(C1CC12CCCC2)N1CCC(CO)(Cc2ccccc2Cl)CC1 (stereo not given),-4,0,4,-13,-4,8,-4,-5,1,-1.2
COc1cccc(N2CCN(S(=O)(=O)c3ccc4ccccc4c3)CC2)c1,0,1,0,12,-36,-12,4,4,4,0.1
CC(=O)c1sc(C(C)(C)C)cc1NC(=O)CCC(=O)O,0,-2,1,6,0,7,-1,2,4,10*
Cc1ccccc1-n1ncc(C(C)NS(=O)(=O)c2ccccc2Cl)c1C (stereo not given),-2,-3,5,4,5,-1,-4,-5,2,-1.6
Cc1ccc(S(=O)(=O)Nc2ccc3c(c2)C(=O)NC3=O)cc1[N+](=O)[O-],-4,-1,3,3,0,6,2,-2,4,-0.5
CC(CNC(=O)c1ccccc1Cl)NC(=O)c1ccccc1Cl (stereo not given),-2,-10,1,-9,.,-6,-2,-11,5,-0.8
CC(C)CN(C(=O)C1CCCCC1)C1CCS(=O)(=O)C1 (stereo not given),1,18*,0,10,4,11,-2,-3,1,-1.6
NS(=O)(=O)c1ccc(NC(=O)COC(=O)CSc2n[nH]c(-c3ccccc3)n2)cc1,-1,-9,2,16,-3,8,2,-3,-2,-0.7
COCCNC(=O)c1ccc(C2SCC(=O)N2CCc2ccccc2)cc1 (stereo not given),2,1,-1,-2,3,2,-5,4,-1,2.1
COc1cc(NC(=O)c2ccc(NS(=O)(=O)c3c(C)noc3C)cc2)cc(OC)c1,1,-5,-3,-12,-3,-11,18,2,-1,-2.9
CN(CCCNC(=O)CSc1cc(=O)n(C)c2ccc(Cl)cc12)Cc1ccccc1,-1,0,-2,-7,-2,-5,-9,1,-4,-11
Cc1ccc(OC(=O)NC2CCS(=O)(=O)C2)cc1C (stereo not given),-3,8,0,2,4,-2,0,7,-5,-1.2
COc1cc(/C=N/NC(=O)c2cccc(NC(=O)c3ccccc3Cl)c2)ccc1O,0,-4,-5,4,-6,2,4,4,0,-2.9
Cc1cc(N2CCN(Cc3ccc4c(c3)OCO4)CC2)n2nc(C)nc2n1,7,1,-1,-15,.,0,0,.,3,.
CCOC(=O)N1CCN(C(=O)c2ccccc2N(Cc2ccccc2)S(=O)(=O)c2ccccc2)CC1,-5,-5,-1,-5,-10,-9,-5,-1,3,-0.3
CCNc1nc(NCC)nc(N/N=C/c2cc(OC)c(OC)c(OC)c2)n1,-3,0,-1,-6,4,3,-7,-1,-3,-2.1
Cc1cccc(OC(=O)c2ccc3nccnc3c2)c1,-2,3,-1,3,-4,-1,1,-2,2,1.3
CN1C=CC=C/C1=C1\SC(=S)N(c2ccccc2)C1=O,-3,6,2,-3,6,10,0,4,-2,-4.0
COc1cccc(NC(=O)N(C)C[C@@H]2OCc3cn(nn3)CCCC(=O)N([C@@H](C)CO)C[C@H]2C)c1,-1,2,1,5,.,1,1,-4,0,0.8
CCCCSCCCNC(=O)c1cn(CC)c2ccc(S(=O)(=O)N3CCOCC3)cc2c1=O,-1,-15,1,1,-4,-1,2,4,4,-2.3
CCOC(=O)[C@@]12CCCC3=C1N(CCC3)C(=O)[C@H]2CC(=O)NCCCN1CCCC1=O,-4,-4,-1,2,.,-2,0,.,2,.
COc1ccc(OCC(=O)NNC(=O)c2cccc(C)c2)cc1,0,-3,-2,-3,3,-4,6,3,3,-2.8
COc1ccc(/C=C2\SC(=S)N(CCCC(=O)Nc3ccccc3C(=O)O)C2=O)cc1OC,1,-14,-3,10,-4,3,17,-1,1,-3.0
O=C(COC(=O)c1ccc(Cl)c(Cl)c1)Nc1cccnc1Cl,1,0,3,-2,1,5,-1,-2,3,0.5
COc1ccc(NC(=O)CSc2nnc3ccc(-c4ccccn4)nn23)cc1OC,3,-7,-4,-3,-1,8,0,2,-3,-1.0
COc1ccc(C2N(C(C)=O)CCN2S(=O)(=O)c2ccc(C)cc2)cc1 (stereo not given),4,-5,1,-3,6,2,-2,6,-2,-2.2
O=C1CCCc2c1cc(C(=O)NCCCN1CCOCC1)c(=O)n2-c1ccc(Cl)cc1,-1,10,-7,7,-3,4,-2,-6,3,-3.3
O=C(Cn1nnc(-c2ccccc2-n2cnnn2)n1)c1ccccc1,-2,3,-3,7,10,-2,-1,7,1,0.4
Cc1nc2ccccc2c2oc(C(=O)N3CCN(C(=O)c4ccco4)CC3)cc12,3,8,-1,-2,-3,0,-4,6,-5,1.5
Cc1nn2c(-c3ccccc3)c(-c3ccccc3)nc2[nH]c1=O,4,0,-1,-1,0,-4,10,-6,1,-0.1
NC1=NC[C@H](Cc2ccccc2)N1CC1CCCCC1,0,-4,4,-11,-1,7,5,6,-2,1.1
O=C(CCc1ccc(S(=O)(=O)NCc2ccccc2)cc1)NCc1cccnc1,-1,-2,1,-10,7,3,-3,7,-2,-0.4
Clc1ccc(SCCCCn2ccnc2)cc1,4,-5,2,4,-3,1,-3,-4,1,-2.5
COc1ccc(-c2nnc(SCC(=O)N3CCCCC3)o2)cc1OC,-1,3,1,-11,4,-1,0,5,-3,-2.0
Cc1cc(C(F)(F)F)nc(-n2cc(-c3cccc(N)c3)nn2)n1,-4,8,-1,12,-1,8,-2,-9,5,-0.3
CC(=O)Nc1ccccc1OCC(O)CS(=O)(=O)c1ccc(C(F)(F)F)cn1 (stereo not given),4,4,8,-2,-1,-1,0,-2,-2,-1.7
Cc1cc(C)n(-c2cccc3cccnc23)n1,5,-2,-3,-11,4,-5,1,-4,-4,-1.6
CN(C)c1ccc(C(=O)C=Cc2ccc([N+](=O)[O-])cc2)cc1,-6,0,1,8,0,1,-1,-4,3,1.1
N/C(CCS(=O)(=O)c1ccc(Cl)cc1)=N\OC(=O)c1ccccc1C(F)(F)F,0,-7,0,-10,-6,-11,-2,-2,6,2.7

# A draw from above in order of molar mass, descending:
SMILES,LEDGF integ inh,SIAE inh,NR1D1 modulator,TDP2 absorb,HTRA1 inh,ABHD4 inh,rCAG RNA binder,TCR CD3 inh,PRMT1 FP inh,PG9 Ab binder
N/C(CCS(=O)(=O)c1ccc(Cl)cc1)=N\OC(=O)c1ccccc1C(F)(F)F,0,-7,0,-10,-6,-11,-2,-2,6,2.7
Cc1ccc(S(=O)(=O)Nc2ccc3c(c2)C(=O)NC3=O)cc1[N+](=O)[O-],-4,-1,3,3,0,6,2,-2,4,-0.5
CCOc1cccc(/C=N/N2C(=O)CSC2=S)c1O,-2,6,2,-9,16,22,15,-5,64*,-1.7

# Remaining list, next part:
SMILES,LEDGF integ inh,SIAE inh,NR1D1 modulator,TDP2 absorb,HTRA1 inh,ABHD4 inh,rCAG RNA binder,TCR CD3 inh,PRMT1 FP inh,PG9 Ab binder
Cc1ccn2c(-c3csc(Nc4ccc(C(=O)O)cc4)n3)c(C)nc2c1,-3,-2,-3,-4,-2,-6,3,-6,8,-9.7
CC(C)c1c(O)nc(SCC(=O)N2CCOCC2)[nH]c1=O,-1,11,-3,4,-4,-6,-3,-2,-2,-1.3
c1ccc(-c2cn3nc(-c4ccccc4)cnc3n2)cc1,90*,4,3,12,-3,3,0,-3,-3,1.6
CCOc1ccc(S(=O)(=O)N2CCC(C(=O)NCC3CCCO3)CC2)cc1Cl (stereo not given),-1,0,-4,-3,-2,2,-1,-5,-1,0.5
O=C(COC(=O)c1ccccc1N1C(=O)C2C3CCC(C3)C2C1=O)c1ccccc1 (stereo not given),-1,6,-2,6,-1,5,-4,10,0,-1.1
CCCCCC(=O)Nc1sc(C)c(C)c1C#N,-2,3,2,-13,-9,2,-2,4,3,-0.4
CCC(C)CCN1C(Nc2ccccc2)=NC[C@@H]1Cc1ccccc1 (stereo not given in full),4,-2,-2,-8,0,-4,6,-2,-1,-0.4
Cc1nnc(N/N=C/c2ccc(O)c([N+](=O)[O-])c2)[nH]c1=O,3,9,-2,-11,4,4,4,-1,2,-7.7

# Screening data: PubChem BioAssay, several laboratories
